T cell HTS: T cell immune modulators affecting CD8 T cell-vesicle binding. 2C CD8+ T cell-vesicle binding, flow cytometry; hits give low values. calls only at 7 µM. hit rate 0.068% among 330,000. AID 2052;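 active means response, share of CD8 T cells binding vesicles, and their 90th percentile fluorescence all below set limits, cut at about 80% in these data, passing the limit was not always enough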
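material = purified 2C TCR transgenic mouse naive CD8+ T cells | controls = Unloaded micro-vesicles (low), QL9 vesicles with 0.7% DMSO (high) | detection = cytometric PE anti-B7-1 and Alexa647 anti-CD8 signals after 1% paraformaldehyde fixation | incubation = binding step 1.5 h, 37 °C, antibody labelling 20 min, ice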
Lipid droplet: hepatic lipid droplet formation modulation | hit rate 0.4% among 240,000 | inhibition, % at 6.5 µM | AML12 mouse hepatocytes, oleate lipid droplets, BODIPY imaging;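 active means lipid droplet intensity inhibited by at least 50%, with more than 500 cells counted; inconclusive means wells with under 300 cells, treated as cytotoxic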
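Assay system: AML12 hepatocytes (mouse); Probe or stimulus: oleic acid at 100 µM to induce lipid droplet formation; Dosing: compound at 6.5 µM only; Schedule: compound with oleate, overnight; Detection: fluorescence imaging, 20x objective, two fields per well; Measure: % inhibition of lipid droplet signal.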
West Nile antiviral: inhibition of WNV-induced cytopathic effect – cell-based, CPE readout (AID 1621); hit rate 0.02% among 290,000; West Nile virus-infected cells, CPE inhibition; higher % means a stronger effect; one-dose CPE inhibition, % at 10 µM; IC50 in µM for titrated hits; in the data active means a potency from the dose series; inconclusive means CPE inhibition mostly from about 3.7% at the one dose, without a potency; inactive means the rest, 99 in 100 with CPE inhibition below about 2.2%; further: strong numbers were not always called active
Autophagy mod: alters autophagy in cells | MEF GFP-LC3 puncta imaging; test concentration mostly 10 µM | calls only at 10 µM (by protocol) | hit rate 0.98% among 190,000 | AID 463193;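 active means percentage of spot-positive cells more than 3 SD above its plate mean, without a fluorescence outlier flag or 80% toxicity; inconclusive means no clear call, values can overlap the other calls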;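 further: spot-positive cell cutoff set from DMSO-treated cells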
Myeloid diff MLP: myeloid differentiation induction; ER-HoxA9 myeloid progenitors, lysozyme-GFP differentiation, flow cytometry; calls only at 10 µM; hit rate 1% among 360,000;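 active means normalized GFP-positive differentiation at or above the plate's own cutoff, the solvent-only control mean plus 3 SD; inconclusive means no clear call, values can overlap the other calls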;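 further: cells exposed to compound for four days before flow analysis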
bCat nuc transl: modulators of beta-catenin nuclear translocation. HeLa beta-catenin nuclear translocation, immunofluorescence imaging. nuclear translocation activity, % at 5 µM. hit rate 0.3% among 190,000. AID 1665;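 active means nuclear translocation activity above 50% at 5 µM, with a well cell count of 50 or more; inconclusive means wells under 50 cells across six images, flagged as toxic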;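 further: per-cell ratio of nuclear to cytoplasmic median beta-catenin stain intensity; plate controls were DMSO negative control for no effect and GSK-3 inhibitor IX positive control for full effect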
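Technique: fluorescence imaging of beta-catenin antibody stain plus DAPI / Material: human HeLa cell line / Incubation: compound treatment 24 h, 37°C, 5% CO2 / Read-out basis: % activation of per-cell nuclear versus cytoplasmic median beta-catenin signal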
WT yeast gro inh: growth inhibition of WT yeast, mitochondrial fusion screen; mitochondrial fusion phenotypic screen, WT strain; inhibition, % at 10 µM; hit rate 2.1% among 190,000; AID 1362; in the data active means inhibition above about 58%; tested in S. cerevisiae
Insulin prom up: MIN6 insulin promoter up-regulation. MIN6 insulin promoter-GFP reporter, high-content imaging; hits give high values. z-score at 5 µM. hit rate 0.3% among 190,000;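 active means z-score above 3 at 5 µM with at least 500 cells counted in the well; inconclusive means wells under 500 cells, flagged as cytotoxic or low count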
MT stabilize HCS: microtubule stabilization, imaging screen. HeLa tubulin immunostaining HCS, 24 h; share of cells brighter than vehicle mean+2SD. % tubulin-high responders, % at 10 µM. hit rate 0.83% among 200,000;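 active means plate Z-score above 3 for both tubulin-high and condensed-nucleus cell shares, with cell loss under 80%, at 10 µM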;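 further: anti alpha tubulin signal scored within the nucleus-defined area of each cell; some results filed as inactive read as strong as hits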
WT yeast gro inh mutant strain: further read-out of WT yeast gro inh, marked with its call; inhibition, %; mitochondrial fusion phenotypic screen, mutant strain inhibition
Insulin prom up cell count: further read-out of Insulin prom up, marked with its call; cell count; measured here: cytotoxicity, nuclei count;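 total cells summed across four imaged fields per well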
Lipid droplet cells 6.5 µM: further read-out of Lipid droplet, marked with its call; cell count; measured here: cell count, cytotoxicity flag;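 cells counted across two imaged fields per well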
bCat nuc transl cell count 5 µM: recorded beside bCat nuc transl, whose call it bears; cell count; measured here: cell count, cytotoxicity flag
T cell HTS vesicle-bound %: further read-out of T cell HTS, marked with its call; double positive events, %; measured here: CD8+ vesicle-bound cell fraction;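 binding gate set so that unloaded-vesicle control wells show 10% double positive cells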
MT stabilize HCS Hoechst-high %: also measured in MT stabilize HCS; calls as there; % Hoechst-high responders; measured here: nuclear condensation Hoechst responders;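 share of cells brighter than vehicle mean plus two SD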
MT stabilize HCS cytotoxicity %: recorded beside MT stabilize HCS, whose call it bears; toxicity, %; measured here: cytotoxicity by cell density;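 0% = mean cell density of plate MIN control wells and 100% = no cells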
Autophagy mod cell loss 18 h: second read-out of Autophagy mod, no call of its own (marks repeat the call); toxicity, %; measured here: cell loss, nuclei count;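 cell loss after 18 h compound exposure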
Myeloid diff MLP GFP+ MAC1+ %: second read-out of Myeloid diff MLP, no call of its own (marks repeat the call); GFP+ MAC1+ double positive, %; measured here: differentiation confirmed by MAC1 staining
The depositor's hits bear a star; i = inactive; ? = inconclusive; / = not tested or not shown.

SMILES	T cell HTS	T cell HTS vesicle-bound %	Lipid droplet	Lipid droplet cells 6.5 µM	West Nile antiviral	Autophagy mod	Autophagy mod cell loss 18 h	Myeloid diff MLP	Myeloid diff MLP GFP+ MAC1+ %	bCat nuc transl	bCat nuc transl cell count 5 µM	WT yeast gro inh	WT yeast gro inh mutant strain	Insulin prom up	Insulin prom up cell count	MT stabilize HCS	MT stabilize HCS Hoechst-high %	MT stabilize HCS cytotoxicity %
COc1cc(OC)c2ccc(=O)oc2c1C(CC(=O)N1CCOCC1)c1ccc2c(c1)OCO2 (stereo not drawn)	i	46	26	659	-0.5%	/	/	i	1.2	-1.5	1175	/	/	0.15	964	/	/	/
CCCCNC(=O)c1ccc2c(c1)S(=O)(=O)c1ccccc1C2=O	i	20	-2	679	-0.8%	/	/	i	0.3	/	/	/	/	/	/	/	/	/
Cn1nc(CC(=O)Nc2ccc(N3CCN(C(=O)OC(C)(C)C)CC3)cc2)c2ccccc2c1=O	i	34	18	613	/	i	12	i	0.6	1.1	1179	-5	0	-1.3	506	15	9.2	23
O=C(CCc1nnc2ccc(N3CCCC3)nn12)Nc1ccc(F)c(F)c1	i	22	-10	788	0.0%	/	/	i	0.7	/	/	/	/	/	/	/	/	/
COc1cc2nc(C)sc2cc1SC	i	16	/	/	-0.9%	i	3	i	0.5	2.7	1086	5	1	1.6	942	2.8	2.4	6.6
COc1cccc(CC(=O)Nc2nc(-c3ccc(F)c(F)c3)cs2)c1	i	27	27	738	-0.7%	/	/	?	/	/	/	/	/	/	/	/	/	/
Cc1cc(C)cc(NC(=S)Nc2cccc3cnccc23)c1	/	/	-4	680	-0.7%	i	7	i	0.3	0.5	1069	65*	0.8*	0.18	1083	4.0	1.4	9.1
Cc1cc(NC(=O)C2CC(=O)OC2c2ccccc2)no1 (stereo not drawn)	i	12	-8	605	0.8%	i	3	i	0.9	-4.8	1128	11	9	-4.4	761	7.0	3.1	8.8
Cc1cc(C(=O)N2CCN(S(C)(=O)=O)CC2)sc1-c1ccccc1	i	15	-5	722	-0.7%	i	11	i	7.2	4.4	1152	9	-3	0.32	1340	4.2	2.7	5.0
CCCc1ccc(C(=O)CCC(=O)NNC(=O)c2ccncc2)cc1	i	64	7	706	0.0%	/	/	i	3.3	/	/	/	/	/	/	/	/	/
CC(C)Oc1ccc(C2CNC(=O)C2)cc1 (stereo not drawn)	i	35	/	/	-0.2%	i	6	i	3.3	/	/	7	-1	0.66	1057	1.7	3.2	2.7
CCCCCNC(=O)C(C)Sc1ccc(Cl)cc1 (stereo not drawn)	i	47	14	825	-0.3%	i	-2	i	0.9	/	/	-11	-2	/	/	3.3	1.5	3.9
O=C(c1cccc(C(F)(F)F)c1)c1c[nH]c(C(=O)NCC2CCCO2)c1 (stereo not drawn)	i	66	-8	674	-0.6%	i	11	i	0.2	-1.9	1156	-18	10	0.44	995	5.6	2.9	7.5
O=C(Cc1cccs1)Nc1nc2c(s1)CCCC2	i	23	-2	686	0.0%	i	8	i	0.6	/	/	6	-4	/	/	2.3	2.0	10
CCCC(O)(CCN1CCOCC1)c1ccc(Br)cc1 (stereo not drawn)	i	42	/	/	-1.2%	i	21	i	1.2	-6.9	811	-11	-14	2.2	1383	1.4	1.4	2.8
CCN(CC)CCN1C(=O)C(=O)/C(=C(/O)c2c(C)[nH]c(C(=O)OC)c2C)C1c1ccccc1OC (stereo not drawn)	i	7	-13	674	0.4%	i	-1	i	0.9	-1.1	1062	0	-4	0.18	1327	2.5	3.3	27
COc1ccc(/C=N\NC(=O)COc2ccccc2Cl)cc1Cn1nc(C)cc1C	i	40	/	/	0.1%	i	-25	i	0.4	-1.5	846	-1	-9	-0.22	1414	1.9	1.2	9.2
Cc1cc(Cl)ccc1Oc1ncnc2onc(C)c12	i	47	1	658	0.6%	i	-6	i	0.6	-3.9	1093	-2	13	-0.06	1486	1.7	1.7	2.1
Cc1c(-c2cccc(Cl)c2)nc2ccccc2c1C(=O)OCC(=O)N(C)C1CCS(=O)(=O)C1 (stereo not drawn)	i	24	-6	698	-1.0%	i	11	i	0.5	-0.3	579	-1	6	/	/	2.6	1.9	11
CCOC(=O)Cn1nc(-c2ccc(F)cc2)oc1=O	i	30	0	758	0.5%	i	-1	i	0.9	/	/	16	23	-1.3	845	1.8	1.5	3.8
CC(=O)Nc1ccc2nsnc2c1	i	40	1	732	0.2%	/	/	i	0.3	0.5	1313	/	/	0.11	1099	/	/	/
Oc1c(C=Nc2cccnc2)sc2ccccc12	i	13	2	743	0.5%	i	-2	i	0.6	3.1	893	-9	18	0.12	1203	1.8	2.1	5.1
CCCOc1ccc(/C=N/NC(=O)CN(c2ccc(OCC)cc2)S(C)(=O)=O)cc1	i	11	-1	697	0.5%	/	/	i	0.4	0.9	1298	/	/	-0.74	897	/	/	/
CCc1ccc(OC(=O)Nc2ccccc2)cc1	i	58	-14	768	0.1%	/	/	i	0.7	/	/	/	/	/	/	/	/	/
CCOc1ccc(OCC)c(NC(=O)C2CCN(S(=O)(=O)c3ccc4c(c3)CC(C)N4C(C)=O)CC2)c1 (stereo not drawn)	i	7	0	713	-0.1%	/	/	i	0.0	/	/	/	/	/	/	/	/	/

Three compounds out of the list above, ordered by the value under West Nile antiviral, lowest first.
SMILES | T cell HTS | T cell HTS vesicle-bound % | West Nile antiviral | Myeloid diff MLP GFP+ MAC1+ % | WT yeast gro inh mutant strain | MT stabilize HCS Hoechst-high %
CCCC(O)(CCN1CCOCC1)c1ccc(Br)cc1 (stereo not drawn) | i | 42 | -1.2% | 1.2 | -14 | 1.4
COc1cccc(CC(=O)Nc2nc(-c3ccc(F)c(F)c3)cs2)c1 | i | 27 | -0.7% | / | / | /
CCCc1ccc(C(=O)CCC(=O)NNC(=O)c2ccncc2)cc1 | i | 64 | 0.0% | 3.3 | / | /

The main list resumes; the 4 compounds before the break are reprinted first.
SMILES	T cell HTS	T cell HTS vesicle-bound %	Lipid droplet	Lipid droplet cells 6.5 µM	West Nile antiviral	Autophagy mod	Autophagy mod cell loss 18 h	Myeloid diff MLP	Myeloid diff MLP GFP+ MAC1+ %	bCat nuc transl	bCat nuc transl cell count 5 µM	WT yeast gro inh	WT yeast gro inh mutant strain	Insulin prom up	Insulin prom up cell count	MT stabilize HCS	MT stabilize HCS Hoechst-high %	MT stabilize HCS cytotoxicity %
Oc1c(C=Nc2cccnc2)sc2ccccc12	i	13	2	743	0.5%	i	-2	i	0.6	3.1	893	-9	18	0.12	1203	1.8	2.1	5.1
CCCOc1ccc(/C=N/NC(=O)CN(c2ccc(OCC)cc2)S(C)(=O)=O)cc1	i	11	-1	697	0.5%	/	/	i	0.4	0.9	1298	/	/	-0.74	897	/	/	/
CCc1ccc(OC(=O)Nc2ccccc2)cc1	i	58	-14	768	0.1%	/	/	i	0.7	/	/	/	/	/	/	/	/	/
CCOc1ccc(OCC)c(NC(=O)C2CCN(S(=O)(=O)c3ccc4c(c3)CC(C)N4C(C)=O)CC2)c1 (stereo not drawn)	i	7	0	713	-0.1%	/	/	i	0.0	/	/	/	/	/	/	/	/	/
O=C(Nc1ccc(-c2nc3ccccc3o2)c(O)c1)c1cc(-n2cnnc2)ccc1Cl	i	54	14	712	0.1%	i	0	i	2.1	1.8	1048	-7	32	1.2	1285	3.3	1.6	5.1
N#Cc1c(SCC(=O)O)nc(N2CCOCC2)c2c1CCCC2	i	11	-5	746	0.1%	/	/	i	0.0	1.5	1259	/	/	0.36	1072	/	/	/
COc1ccccc1/C=C(/C(=O)OCC(N)=O)c1ccccc1	i	56	4	672	0.6%	i	8	i	0.5	/	/	-5	3	0.32	1200	3.6	2.3	9.7
N#C/C(=C(/O)CCl)c1nc(-c2ccccc2)cs1	i	36	0	686	-0.2%	/	/	i	0.5	-0.4	1221	/	/	1.1	1475	/	/	/
CCCCOc1cccc(C(=O)Nc2ccc(S(=O)(=O)Nc3cc(C)on3)cc2)c1	i	23	5	839	0.0%	/	/	i	1.3	/	/	/	/	/	/	/	/	/
CCOC(=O)CSc1nc(N2CCOCC2)c2c(c1C#N)CC(C)(C)N(C)C2	i	9	/	/	-1.1%	i	9	i	2.4	2.2	1151	-3	-2	-0.47	1219	4.6	2.0	8.4
O=C(NCCc1ccc(Cl)cc1Cl)c1ccc2nc[nH]c2c1	i	57	2	701	-0.8%	/	/	i	0.7	/	/	/	/	/	/	/	/	/
CN(CC(O)COc1ccc2ccccc2c1)C1CCCCC1 (stereo not drawn)	i	60	-4	825	-0.9%	/	/	i	0.4	/	/	/	/	/	/	/	/	/
